# Jurkat autofluor – counter-screen for VLA-4 integrin: compound autofluorescence in Jurkat cells | flow cytometry; hits give high values; 1 = vehicle-only cell background | fluorescence ratio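 (tested at 10 µM compound in the well)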 | 24,000 compounds, 0.61% hits;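 active = fluorescence ratio above 2.44, which is 1 plus 3 SD of all ratios; inconclusive = signal too bright to measure linearly, ratio around 10 or more; inactive = fluorescence ratio below 2.44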;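 also: green fluorescence of cells measured with 488 nm excitation and 530 nm emission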
# VLA-4 antagonist – inhibitors of LDV-FITC ligand binding to Mn2+-activated human VLA-4 integrin. P13612. Jurkat cells, LDV-FITC binding with Mn2+, flow cytometry; 100% = Mn2+-driven binding gain fully reversed. inhibition, % at 10 µM (by protocol). 24,000 compounds, 0.2% hits;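 active = inhibition above 50%; inconclusive = compound itself fluorescent, judged against control cell fluorescence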;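 also: 0% = Mn2+ stimulated cells lacking compound and 100% = ligand binding without Mn2+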
# Target sequence (P13612 whole entry, looked up): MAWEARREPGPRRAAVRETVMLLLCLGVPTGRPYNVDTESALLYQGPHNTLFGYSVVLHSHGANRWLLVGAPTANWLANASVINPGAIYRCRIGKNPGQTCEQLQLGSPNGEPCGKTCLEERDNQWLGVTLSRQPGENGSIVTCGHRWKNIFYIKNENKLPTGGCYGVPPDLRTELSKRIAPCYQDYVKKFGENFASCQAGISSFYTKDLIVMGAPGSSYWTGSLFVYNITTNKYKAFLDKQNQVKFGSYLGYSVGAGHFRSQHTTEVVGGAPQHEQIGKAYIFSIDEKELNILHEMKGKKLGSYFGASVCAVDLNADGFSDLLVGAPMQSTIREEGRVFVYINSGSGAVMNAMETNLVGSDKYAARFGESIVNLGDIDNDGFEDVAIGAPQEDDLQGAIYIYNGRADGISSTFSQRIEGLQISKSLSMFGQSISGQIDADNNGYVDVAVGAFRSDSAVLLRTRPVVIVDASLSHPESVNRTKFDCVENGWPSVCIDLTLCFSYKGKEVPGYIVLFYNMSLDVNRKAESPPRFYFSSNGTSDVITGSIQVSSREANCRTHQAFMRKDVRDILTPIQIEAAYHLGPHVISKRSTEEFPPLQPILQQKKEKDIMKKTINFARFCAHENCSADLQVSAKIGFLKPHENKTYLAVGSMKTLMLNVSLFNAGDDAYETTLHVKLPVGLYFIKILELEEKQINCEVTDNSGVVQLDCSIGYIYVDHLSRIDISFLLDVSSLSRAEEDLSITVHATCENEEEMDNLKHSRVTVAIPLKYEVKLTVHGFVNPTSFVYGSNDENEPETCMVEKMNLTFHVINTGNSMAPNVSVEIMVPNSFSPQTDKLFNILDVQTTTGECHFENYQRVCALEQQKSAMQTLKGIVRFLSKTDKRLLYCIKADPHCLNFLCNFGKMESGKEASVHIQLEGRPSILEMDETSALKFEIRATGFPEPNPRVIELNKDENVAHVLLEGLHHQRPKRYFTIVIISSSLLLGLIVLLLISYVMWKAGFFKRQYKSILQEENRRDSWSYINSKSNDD
# VLA-4 agonist – allosterically activates the human VLA-4 integrin; Jurkat cells, LDV-FITC binding, flow cytometry; AID 528; 24,000 tested, under 10 active; activation, % at 10 µM (by protocol);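 active = fluorescent ligand binding to cells raised by more than 40% of the manganese-induced maximum; inconclusive = compound's own fluorescence above 85% of the ligand control signal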;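 also: 0% = ligand binding without compound and 100% = manganese-stimulated maximal binding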
# LNCaP diff act – activators of LNCaP prostate cell differentiation | side scatter shift, % at 10 µM | flow cytometry side scatter, 4 d | 24,000 compounds, 0.56% hits;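 active = side scatter shift above 30%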;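 also: androgen-responsive LNCaP prostate cancer cells in charcoal-stripped serum medium; percent of cells past a gate set so DMSO wells show 10% shift; higher shift means more granular cells and more differentiation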
# An asterisk follows results filed as active; ? = inconclusive.
# Sequence of screens: Jurkat autofluor | VLA-4 antagonist | VLA-4 agonist | LNCaP diff act
- Cc1ccc(S(=O)(=O)NCc2csc(C)n2)c(C)c1
  0.95 | 13 | 3 | 16
- CN(C)c1ccc(-c2noc(-c3ccccc3O)n2)cc1
  0.99 | -7 | -2 | 13
- CCN1CCN(CCCNC(=O)c2cc3cc4ccc(OC)cc4nc3o2)CC1
  1.1 | ? | ? | 6
- COCCN1Cc2cccc(C(=O)N3CCN(c4cc(C)ccc4C)CC3)c2C1=O
  1 | -3 | -3 | 12
- CCOCCn1c(CN2CCN(CC)CC2)nc2c1c(=O)n(C)c(=O)n2C
  1.1 | -6 | 2 | 2
- COc1cccc(-c2nc(CS(=O)(=O)CC(=O)N3CCN(C4CCCCC4)CC3)c(C)o2)c1
  1 | -3 | 2 | 10
- O=C(Nc1ccc2nc(-c3cccs3)[nH]c2c1)c1ccco1
  1.5 | -22 | 0 | 3
- C=CCn1c(SCc2cc(=O)n3ccsc3n2)nnc1C1CCCCC1
  1.1 | -10 | -2 | 15
- O=C(O)CCCC(=O)Nc1nc(-c2ccc(F)cc2)cs1
  1 | -14 | -2 | 6
- CN(C)S(=O)(=O)N1CCN(C(=O)N(c2ccccc2)c2ccccc2)CC1
  1 | -12 | 2 | 10
- COc1ccc2c(c1)CCc1c(C(=O)N3CCCC3)noc1-2
  0.87 | -2 | 11 | 6
- COCc1c(C(N)=O)nnn1-c1nonc1N
  0.72 | -14 | 18 | 3
- Cc1cc(C)n(-c2nc3ccccc3c(=O)n2OCCOc2ccccc2)n1
  1.1 | -13 | 2 | 6
- O=C(CSc1oc(-c2ccc(F)cc2)nc1S(=O)(=O)c1ccccc1)NCC1CCCO1 (stereo not drawn)
  0.98 | 8 | 2 | 7
- CCOC(=O)c1ccc(CNC(=O)C2CCCCC2C(=O)OCC(F)(F)F)o1 (stereo not drawn)
  1.1 | -7 | -1 | 4
- CNC(=O)CN1C(=O)c2ccccc2S1(=O)=O
  1 | -16 | 0 | 5
- O=C(Nc1nc(-c2cccnc2)cs1)c1ccc(S(=O)(=O)N2CCOCC2)cc1
  1.2 | ? | ? | 9
- COC(=O)c1cc2sccc2n1Cc1nc(-c2ccc(OC)cc2)oc1C
  1.4 | ? | ? | 8
- CCCCC(=O)NC1(C(F)(F)F)C(=O)Nc2c1c(=O)[nH]c(=O)n2Cc1ccco1 (stereo not drawn)
  1 | -1 | -5 | 13
- CCOC(=O)N1CCC(N2C(=O)c3ccc(C(=O)NC4CCCCCC4)cc3C2=O)CC1
  1 | 26 | -4 | 11
- Cc1cc(C(=O)NCc2cccnc2)no1
  0.98 | 1 | -5 | 11
- CCOC(=O)C1CCCN(C(=O)c2cc3c(=O)n4cccc(C)c4nc3n2C)C1 (stereo not drawn)
  1.1 | -2 | 6 | 7
- COc1ccc(-n2c(=O)c3ccccc3n(CC(=O)NC3CCCC3)c2=O)cc1
  0.54 | 4 | 4 | 12
- O=C(CSc1nnc2scc(-c3ccccc3)n12)N1CCN(Cc2ccccc2)CC1
  1 | -4 | 0 | 15
- Cc1ccccc1NC(=O)c1c(F)c(F)c(F)c(F)c1F
  1 | -15 | 0 | 7
- Cc1ccccc1NC(=O)c1ccccc1
  1 | -15 | -14 | 3
- COc1cccc(C2=CC(c3cc(OC)ccc3OC)n3nnnc3N2)c1 (stereo not drawn)
  1.1 | -12 | 9 | 13
- COC(=O)CSc1cc(SCC(=O)OC)c(C#N)c(SCC(=O)OC)c1
  1.3 | 14 | -14 | 10
- Oc1ccc(Nc2nc(-c3ccc(O)cc3)cs2)cc1
  1.1 | 21 | -26 | 12
- COc1ccccc1C(=O)Nc1ccc(S(=O)(=O)N2CCCC2)cc1
  1 | 2 | -6 | 8
- COc1ccc(C(=O)Nc2cc(Cl)cc(Cl)c2)c(OC)n1
  1.1 | 5 | -1 | 19
- CC1Cc2ccccc2N1S(=O)(=O)c1ccc2c(c1)n(C)c(=O)c(=O)n2C (stereo not drawn)
  1.1 | 15 | -9 | 12
- CC1CCN(C(=O)CSc2nnc(-c3ccc(S(=O)(=O)N4CCOCC4)cc3)n2C)CC1
  1.1 | -25 | 4 | 4
- CCOC(=O)N1CCC(NC(=O)C2CCN(S(=O)(=O)c3cccc4cccnc34)CC2)CC1
  1 | -1 | 2 | 2
- CCCOc1ccc(C2C(=O)N(C3CCCCC3)CC(=O)N2CCC)cc1OC (stereo not drawn)
  0.95 | 16 | 0 | 17
- CCCNC(=O)CCNC(=O)c1ccc(C(C)(C)C)cc1
  1.1 | 7 | -5 | 5
- O=C(Cc1cccs1)N(Cc1ccco1)C1(C(=O)NC2CCCC2)CCCCC1
  0.98 | 17 | -6 | 3
- COc1ccc(C(C)(C)C)cc1NC(=O)C1C2C=CC(C2)C1C(=O)O (stereo not drawn)
  0.94 | 4 | 6 | 4
- OC1(C(F)(F)F)CC(O)(C(F)(F)F)n2nc(-c3ccccc3)cc2N1 (stereo not drawn)
  1 | -3 | -4 | 0
- CC(=O)Nc1ccc(N2S(=O)(=O)c3ccccc3S2(=O)=O)cc1
  1.1 | -7 | 6 | 11
- COc1ccc(-n2c(Cc3cccn3C)nnc2SCC(=O)NCc2ccco2)cc1
  1.1 | 11 | 1 | 0
- O=C(Cc1c(F)cccc1Cl)Nc1ccncc1
  1 | -11 | 1 | 12
- CC(C)(C)C1CCc2onc(C(=O)NC3CCCC3)c2C1 (stereo not drawn)
  1.1 | 0 | 1 | 6
- O=C(CCN1C(=O)c2ccccc2C1=O)NCCN1CCOCC1
  0.91 | -12 | 11 | 2
- COc1ccccc1/C=c1\sc2nc(-c3ccco3)nn2c1=O
  1.2 | -10 | 1 | 2
- CC(C)(C)n1nc2c(c1NC(=O)c1cccc(C(F)(F)F)c1)CS(=O)C2 (stereo not drawn)
  1 | -25 | 4 | 17
- NC(=O)c1oc2ccc(Cl)cc2c1NC(=O)CN1CCOCC1
  1.1 | 0 | 1 | 10
- COCC(C)NC(=O)c1cc(-c2ccc(O)cc2)on1 (stereo not drawn)
  1 | 1 | 1 | 7
- O=C(CCCCn1c(=O)c2ccccc2n(Cc2ccc(F)cc2Cl)c1=O)NCc1ccco1
  1.1 | 1 | -1 | 7
- CCCCCOC(=O)CSc1nnc(-c2cc(OC)c(OC)c(OC)c2)o1
  1.1 | 5 | -6 | 8
- O=c1[nH]cnc2nc(-c3ccccc3)c(-c3ccccc3)nc12
  1 | 1 | -2 | 1
- COc1ccccc1-n1c(C)nnc1SCC(N)=O
  0.99 | -16 | 5 | 8
- Cn1c(=O)c2cc(S(=O)(=O)NCCC(=O)NCCC3=CCCCC3)ccc2n(C)c1=O
  1.2 | 5 | -8 | 11
- COc1cccc(OC)c1C(=O)Nc1cccc(C(C)=O)c1
  0.91 | -19 | 4 | 7
- Cc1nc(SCC#N)c2c(C)c(C)sc2n1
  0.96 | -14 | 5 | 6
- Cc1ccc(/C=c2\sc3nc(-c4cccnc4)nn3c2=O)cc1
  1.2 | ? | ? | 17
- CCSc1nncn1/N=C/c1ccc(OC)c(OC)c1
  1.1 | -10 | 2 | 7
- CC(=O)c1ccc(Nc2cc(C)nc3nc(C)nn23)cc1
  1.1 | -14 | -3 | 4
- CCOC(=O)N1CCN(S(=O)(=O)c2cc3c(cc2C)NC(=O)CO3)CC1
  1.1 | -14 | -8 | 4
- CSc1ccc(/C=N/n2nnnc2N)cc1
  0.94 | 6 | 7 | 5

# Continuation.
# Sequence of screens: Jurkat autofluor | VLA-4 antagonist | VLA-4 agonist | LNCaP diff act
- CC(C)(C)OC(=O)N1CC(O)CC1C(=O)OCC(=O)c1ccc(Cl)cc1 (stereo not drawn)
  1.1 | -14 | 4 | 12
- COc1ccccc1CNC(=O)CNC(=O)Cn1cnc2ccccc2c1=O
  1 | 0 | -13 | 5
- CCOc1ccc(S(=O)(=O)N2CCC(C(N)=O)CC2)c2ccccc12
  1.1 | -34 | 2 | 13
- CCOc1ccc(-c2nnn(CC(=O)N3CCN(c4ccc(F)cc4)CC3)n2)cc1OCC
  1 | -11 | -4 | 9
- COc1cc(S(=O)(=O)N2CCC(N3CCCCC3)CC2)ccc1-n1cnnn1
  1.1 | -14 | 3 | 11
- C=CCc1ccccc1OCC(O)CN1CCN(C(=O)OCC)CC1 (stereo not drawn)
  0.96 | -1 | -1 | 21
- Cc1ccc(C)c(N2CCN(C(=O)CCc3nc4ccccc4[nH]3)CC2)c1
  1 | -5 | -3 | 11
- COCCN(CCOC)S(=O)(=O)c1ccc(C(=O)Nc2nnc(C)o2)cc1
  1.1 | -8 | 6 | 5
- COc1cc(-n2c(=O)c3ccccc3n(Cc3cccnc3)c2=O)cc(OC)c1OC
  0.93 | 0 | 8 | 11
- O=C(Nc1ccc(Cl)cc1)c1ccsn1
  1.1 | 15 | 1 | 8
- CC(C)(C)C(=O)OCCn1c(=O)c2cc3c(=O)n(CCOC(=O)C(C)(C)C)c(=O)c3cc2c1=O
  1.2 | ? | ? | 6
- O=C(C1CC1)N1CCc2cc(Br)cc(S(=O)(=O)NCc3ccc4c(c3)OCO4)c21
  1 | 6 | 5 | 2
- Cc1ccc2cc3cc(C(=O)NCCC(C)C)oc3nc2c1
  1.1 | ? | ? | 13
- COc1ccc(-c2nc(N3CCOCC3)nc3n[nH]c(N)c23)cc1
  1.1 | 8 | -4 | 10
- CCOc1ccccc1C1N(c2ccc(OC)cc2)C(=O)C2CCCN21 (stereo not drawn)
  1.1 | 1 | 0 | 9
- O=C(Nc1ccc(Cl)c(Cl)c1)N1CCSC1c1ccco1 (stereo not drawn)
  1.3 | 29 | -16 | 2
- COc1cc(=O)[nH]c(SCc2c(F)c(F)c(F)c(F)c2F)n1
  1.1 | -24 | 4 | 1
- CCOC(=O)C1CCN(C(=O)Nc2ccc3snnc3c2)CC1
  0.93 | 0 | -6 | 3
- CCOC(=O)N1CCN(c2cc(NCCC(=O)O)c3c4c(onc24)-c2ccccc2C3=O)CC1
  4.6* | ? | ? | 0
- Cc1ccccc1OCCCN1C(=O)C(=O)c2cccc(C)c21
  1.1 | 11 | -2 | 8
- COc1ccc(Cl)cc1NC(=O)CSc1nnc(Cn2c(=O)sc3ccccc32)n1C
  0.81 | -10 | -8 | 2
- O=C(CN(C(=O)CCNC(=O)c1ccco1)c1ccccc1)NC1CCCC1
  1.1 | -14 | 21 | 11
- CCNC(=O)CC(=O)Nc1ccccc1C(=O)O
  0.94 | 8 | -9 | 13
- COc1ccc(OC)c(CCNC(=O)CS(=O)(=O)Cc2nc(-c3ccc(C)cc3)oc2C)c1
  1.1 | 28 | 1 | 4
- CCOC(=O)C1C(=O)NC(SCC(=O)Nc2nccs2)=C(C#N)C1c1ccccc1OCC (stereo not drawn)
  1.1 | -14 | -1 | 5
- Cc1cccc(-c2nsc(SCC(=O)Nc3cc(C)on3)n2)c1
  1.1 | 25 | -9 | 18
- COCCCNC(=O)C1CCC(=O)N1Cc1ccccc1Cl (stereo not drawn)
  1.1 | 7 | -3 | 5
- O=C(NCc1cccnc1)c1ccccn1
  1 | -12 | 1 | 6
- COC(=O)c1ccccc1NC(=O)c1noc2c1CCC2
  1.1 | 4 | -2 | 5
- CN(C)S(=O)(=O)c1ccc(C(=O)Nc2ccccc2C(=O)O)cc1
  1 | -2 | -2 | 9
- O=C(CCNS(=O)(=O)c1cccc2nonc12)NCCc1ccc(Cl)cc1
  1.1 | 8 | 0 | 5
- COc1cc(-n2nc(C)c3c2OC(N)=C(C#N)C3c2ccccc2)c(Cl)c(Br)c1O (stereo not drawn)
  3* | ? | ? | 6
- CCNC(=O)Cn1cnc2c1c(=O)n(C)c(=O)n2C
  0.96 | -6 | 2 | 10
- CC(=O)NC1(C(F)(F)F)NC(=O)N(CC(C)C)C1=O (stereo not drawn)
  1.1 | ? | ? | 6
- CC(C)OC(=O)c1c(NC(=O)CCn2nnc3ccccc32)sc2c1CCCC2
  0.99 | 7 | 2 | 8
- CC(C)Cn1c(=O)c2c(c3ccccc31)OC(C)C(=O)N2 (stereo not drawn)
  1.1 | -1 | -2 | 17
- Cc1nc2ccccc2c2oc(C(=O)N3CCN(C(=O)c4ccco4)CC3)cc12
  1.1 | -4 | 3 | 12
- O=C(NCc1ccc2c(c1)OCO2)c1cccc(N2CCCC2=O)c1
  0.98 | -24 | 11 | 12

# Compound activity from PubChem.

# These rows are one share of the data. The share of hits here may be higher or lower than overall.
